Assay outcomes deposited in PubChem by several laboratories.
KCNQ1 pot – potentiates or activates the human KCNQ1 potassium channel. 310,000 tested, 0.35% active. B-score at 10 µM. AID 2648. P51787. CHO-K1 KCNQ1, thallium flux FluxOR fluorescence; hits give high values;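 active = fluorescence ratio B-score, a plate-corrected score, at least three library SD, with initial intensity B-score within 5 SD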
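Assay system: CHO-K1 cells stably expressing KCNQ1; Medium: assay buffer with matched DMSO; Also added: K+/Tl+ depolarizing stimulus; Dosing: single dose; Timing: dye 90 min, compound 20 min, room temperature; Measured by: kinetic FluxOR thallium fluorescence, 10-s 1-Hz baseline, 110-s post-stimulus read; Read-out: peak-minus-minimum fluorescence over initial fluorescence, negative-control normalized, B-scored.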
GSK3B inh – human GSK3beta kinase inhibition | P49841 | GST-GSK3beta kinase, ADP-Glo luminescence, 60 min; hits give low values | activity score (negative = inhibition), % at 10 µM | 300,000 tested, 0.038% active;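 active = more than half of replicate wells score below -50%, meaning over 50% inhibition versus plate controls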;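 note: 0% = median DMSO wells and -100% = median GW8510 positive control wells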
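Test system: GST-tagged human GSK3beta kinase, cell-free; evaluation: activity score scaled between in-plate DMSO and GW8510 controls; measured by: ADP-Glo luminescence; incubation: 60 min reaction, RT; benchmarks: DMSO and 20 µM GW8510; reagent: peptide substrate plus 25 µM ATP (final); medium: Tris/MgCl2 kinase buffer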
KCNQ1 block – inhibitors of human KCNQ1 potassium channel | 310,000 tested, 1.3% active | B-score at 10 µM | CHO-K1 KCNQ1, FluxOR thallium flux fluorescence; hits give high values | P51787;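 active = compounds whose thallium flux B-score, printed positive for inhibition, exceeds three library SD while starting fluorescence stays within three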;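 note: channel opened by potassium depolarization with thallium stimulus after 20 min compound exposure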
PolyA inhibitor – inhibitors of polyadenylation in S. cerevisiae; S. cerevisiae SKY197-pL101 polyadenylation reporter, beta-gal luminescence; efflux-impaired pdr1/pdr3 knockout yeast; score 100 = 6 SD above DMSO; 300,000 tested, 0.02% active; calls only at 12 µM;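 active = lowest replicate activity score at least 50, where 100 means six control SD above control mean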;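 note: yeast exposed to compound for 9 h at 30 °C; higher score means more reporter readthrough which indicates perturbed polyadenylation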
RGS4 pot – RGS4 potentiation or activation | 310,000 tested, 0.92% active | AID 463111 | B-score at 10 µM | HEK293 M3R/inducible RGS4, carbachol calcium flux Fluo4; hits give low values;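 active = B-score of the integrated calcium signal more than 4 SD below the library mean, with starting fluorescence not abnormally high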;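 note: negative B-score means reduced calcium response which marks RGS4 activation or potentiation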
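Also added: carbachol at ECmax as muscarinic agonist stimulus; Assay system: HEK293 cells with stable M3R and inducible RGS4; Timing: overnight RGS4 induction, 30 min dye load 37 °C, 20 min compound RT; Measured by: Fluo4-AM (2 µM) calcium-flux fluorescence, kinetic read.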
KCNK3 block – human KCNK3 channel inhibition, primary screen; O14649; CHO-KCNK3 thallium flux, FluxOR fluorescence; hits give low values; B-score at 10 µM; 340,000 tested, 0.84% active;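 active = B-score under library mean minus 4 SD, starting fluorescence ratio at most library mean plus 5 SD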;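 note: more negative B-score means stronger inhibition of thallium flux through KCNK3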
HDAC3 inh – human HDAC3 inhibition. 320,000 tested, 0.15% active. inhibition, % at 8.3 µM. recombinant HDAC3, fluorogenic peptide/trypsin coupled, fluorescence. AID 2718; in the data active = inhibition above about 26%, passing the limit was not always enough
GSK3 alpha inh – human GSK-3 alpha kinase inhibition. ADP-Glo luminescence, 60 min. 320,000 tested, 0.1% active. inhibition, % at 10 µM. P49840;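 in the data active = inhibition above about 50%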;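 note: GST-tagged GSK-3 alpha with peptide substrate and 25 µM ATP; 0% = DMSO neutral wells and 100% = GW8510 positive control wells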
hERG rescue – shields human hERG channel from block by proarrhythmic agents; CHO-hERG, FluxOR thallium flux, dofetilide IC70 present; AID 1511; 310,000 tested, 0.51% active; activation (rescue from dofetilide block), less the hit threshold, % at 10 µM; Q12809;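 active = activation above the mean of controls blocked by dofetilide plus 5 SD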;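 note: thallium influx through hERG after potassium depolarization seen as dye fluorescence rise; in these data hits start at about 4.7%; inactives centre near -7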
Target sequence (Q12809 whole entry, looked up): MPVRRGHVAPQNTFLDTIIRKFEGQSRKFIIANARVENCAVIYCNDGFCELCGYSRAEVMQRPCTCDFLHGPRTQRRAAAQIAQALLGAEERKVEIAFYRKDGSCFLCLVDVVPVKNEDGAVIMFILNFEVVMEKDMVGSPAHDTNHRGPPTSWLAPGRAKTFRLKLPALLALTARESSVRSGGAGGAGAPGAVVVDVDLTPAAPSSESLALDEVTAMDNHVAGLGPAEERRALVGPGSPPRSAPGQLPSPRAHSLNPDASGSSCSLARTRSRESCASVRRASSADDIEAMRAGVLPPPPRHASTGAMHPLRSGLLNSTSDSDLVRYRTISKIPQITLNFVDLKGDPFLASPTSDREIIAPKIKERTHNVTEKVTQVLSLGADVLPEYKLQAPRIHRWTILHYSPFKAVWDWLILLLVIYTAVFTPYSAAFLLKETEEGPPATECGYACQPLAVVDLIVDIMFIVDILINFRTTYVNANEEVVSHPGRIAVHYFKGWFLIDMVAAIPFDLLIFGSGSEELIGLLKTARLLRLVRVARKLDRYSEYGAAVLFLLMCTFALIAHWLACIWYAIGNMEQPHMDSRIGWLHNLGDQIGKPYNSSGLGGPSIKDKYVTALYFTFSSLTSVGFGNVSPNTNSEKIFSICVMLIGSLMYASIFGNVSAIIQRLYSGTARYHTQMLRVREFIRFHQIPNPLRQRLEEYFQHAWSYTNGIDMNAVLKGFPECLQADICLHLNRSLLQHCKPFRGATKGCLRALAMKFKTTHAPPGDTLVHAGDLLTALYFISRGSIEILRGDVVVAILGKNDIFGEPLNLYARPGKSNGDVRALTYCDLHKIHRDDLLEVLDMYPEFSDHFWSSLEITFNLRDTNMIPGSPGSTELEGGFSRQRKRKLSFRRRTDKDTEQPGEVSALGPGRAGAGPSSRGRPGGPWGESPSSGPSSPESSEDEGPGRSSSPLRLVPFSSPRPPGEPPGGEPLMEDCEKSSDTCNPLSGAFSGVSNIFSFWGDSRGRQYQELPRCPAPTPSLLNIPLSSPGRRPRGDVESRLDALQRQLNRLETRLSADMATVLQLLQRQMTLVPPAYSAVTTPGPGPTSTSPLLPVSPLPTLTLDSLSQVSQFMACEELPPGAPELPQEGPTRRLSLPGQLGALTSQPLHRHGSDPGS
KCNK9 block – human KCNK9 channel inhibition; Q9NPC2; HEK293 KCNK9, FluxOR thallium flux fluorescence; hits give low values; B-score at 10 µM; 310,000 tested, 1.2% active;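 active = ratio B-score over 3 SD below the library mean, with starting fluorescence within 5 SD of its mean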;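 note: negative B-score means less thallium flux so channel inhibition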
Dyrk1A ADPGlo – inhibitors of rat Dyrk1A kinase | ADP-Glo luminescence, NFATc1 peptide | inhibition, % at 12.5 µM | 310,000 tested, 0.43% active | AID 504441; in the data active = inhibition above about 50%;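 note: plate controls were vehicle with enzyme for no effect and no enzyme for full effect; many of its hits are not listed in these tables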
Active calls of the source: *; i = inactive; · = not tested or not shown. The list is partial, so the mix of outcomes need not match the whole.

SMILES	KCNQ1 pot	GSK3B inh	KCNQ1 block	PolyA inhibitor	RGS4 pot	KCNK3 block	HDAC3 inh	GSK3 alpha inh	hERG rescue	KCNK9 block	Dyrk1A ADPGlo
O=c1cc(CO)occ1OCc1cccc(C(F)(F)F)c1	i	-2.2	i	i	i	i	9.4	-1.8	-10.7	i	1.0
CCOc1ccccc1NC1=NC2CS(=O)(=O)CC2S1 (centres undefined)	i	0.6	i	i	i	i	-7.3	-3.7	-9.1	i	-1.3
CC1(C)CN=C(N(Cc2ccccc2)C(=O)Nc2ccccc2)S1	i	2.5	i	i	i	i	-2.5	-1.5	-11.0	i	-2.3
COc1ccc(CNc2nc3ccccc3n2C(C)C)c(O)c1	i	-0.6	i	i	i	i	8.6	-1.0	-9.1	i	-3.7
COc1ccc(C(=O)c2c(-c3ccc(OC)cc3)oc3ccc(-c4ccc(OC)nc4)cc23)cc1	i	-8.2	i	i	i	i	-4.9	0.7	-10.8	i	0.8
O=C1CCCC(=O)C1=Cc1c[nH]c2ccccc12	i	-0.6	i	i	i	i	1.6	2.1	-2.9	i	5.3
COCCSc1nnc(NS(=O)(=O)c2ccc(C)cc2)s1	i	3.5	i	i	i	i	-8.1	-2.5	-6.1	i	-6.3
COC(=O)c1ccc2c(c1)nc(C)n2CCO	i	0.1	i	i	i	i	-7.7	-0.1	2.0	i	1.2
CCOC(=O)c1sc(=NC(=O)c2ccc(OC)c(OC)c2)n(C)c1C	i	1.4	i	i	i	i	-5.1	-0.7	0.4	i	-4.3
Cc1cccc(Nc2ccccc2C(=O)OCC(=O)N2CCOCC2)c1C	i	-2.6	i	i	i	i	·	-1.0	-6.1	i	4.2
CCc1ccc(N(C(=O)c2csnn2)C(C(=O)NC(C)(C)C)c2ccccn2)cc1 (centres undefined)	i	2.8	i	i	i	i	-0.2	-1.6	-8.2	i	3.9
C=CCOc1c(CNc2ccc(C(=O)O)cc2)cccc1OC	i	-1.8	i	i	i	i	1.5	6.8	-6.9	i	-2.8
CCC/C=C(\CCC)C(NS(=O)(=O)c1cccc2cccnc12)c1ccc(C(=O)OC)cc1 (centres undefined)	i	1.4	6*	i	i	·	0.8	2.0	-11.8	i	·
Cc1cccnc1NC(=O)C1CCC1	i	3.0	i	i	i	i	-0.2	-2.0	-2.1	i	·
Cc1cc(SCC(=O)N/N=C/c2ccc(C(=O)O)cc2)nc2ccccc12	i	0.8	i	i	i	i	6.0	0.7	-3.5	i	15.0
CSc1ncc(C(=O)Nc2cccnc2)c(C(F)(F)F)n1	i	2.4	i	i	i	i	-0.8	-1.0	-3.7	i	-2.3
CCNC(=O)c1c(NC(=O)c2cc(-c3cc(C)ccc3O)n[nH]2)sc2c1CCCC2	i	-5.8	i	i	i	i	0.9	-3.5	-7.5	i	1.9
COc1cc(C(=O)O)ccc1OCc1c(C)noc1C	i	-0.5	i	i	i	i	-3.4	-1.7	-9.9	i	-3.1
CCOC(=O)c1c(O)c2c([nH]c1=O)CCCC2	i	-1.5	i	i	i	i	-4.5	-4.3	-8.7	i	0.6
Cc1ccc(-n2c(SCC(=O)Nc3nccs3)nc3c(c2=O)SCC3)cc1	i	1.5	i	i	i	i	-0.6	-2.7	-7.9	i	1.3

The list goes on; the last 3 above are carried over.
SMILES	KCNQ1 pot	GSK3B inh	KCNQ1 block	PolyA inhibitor	RGS4 pot	KCNK3 block	HDAC3 inh	GSK3 alpha inh	hERG rescue	KCNK9 block	Dyrk1A ADPGlo
COc1cc(C(=O)O)ccc1OCc1c(C)noc1C	i	-0.5	i	i	i	i	-3.4	-1.7	-9.9	i	-3.1
CCOC(=O)c1c(O)c2c([nH]c1=O)CCCC2	i	-1.5	i	i	i	i	-4.5	-4.3	-8.7	i	0.6
Cc1ccc(-n2c(SCC(=O)Nc3nccs3)nc3c(c2=O)SCC3)cc1	i	1.5	i	i	i	i	-0.6	-2.7	-7.9	i	1.3
CC12CCC(=O)N1C(C(=O)N1CCN(c3ccccc3)CC1)CS2 (centres undefined)	i	4.2	i	i	i	i	0.5	-0.6	-4.3	i	-4.7
COc1ccc(NC(=S)NCc2ccc(F)cc2)cc1	i	-22.5	i	i	i	i	-4.3	-1.2	-4.5	i	0.9
CCN(CC)c1ccc(C2C(C(=O)Nc3ccccn3)=C(C)NC3=C2C(=O)CC(C)(C)C3)cc1 (centres undefined)	i	-0.9	i	i	i	i	-1.6	0.9	-4.6	i	-0.6
O=Cc1cn[nH]c1-c1ccccc1	i	1.3	i	i	i	i	-1.2	-0.4	-15.9	i	2.4
OCCNc1nc2ccccc2n1-c1ncnc2sc3c(c12)CCC3	i	-0.3	i	i	i	i	·	·	-22.3	i	6.9
O=C(N/N=C/c1ccccc1O)c1cccc2ccccc12	i	-19.3	i	i	i	i	-0.7	0.4	3.4	i	3.1
NS(=O)(=O)c1cc(C(=O)Nc2ccc3c(c2)CCC3)ccc1Cl	i	2.5	i	i	i	i	9.8	-4.2	-14.0	i	6.9
CN(C)S(=O)(=O)c1ccc(N2CCCC2)c(C(=O)NCC2CCCO2)c1 (centres undefined)	i	-2.7	i	i	i	i	-0.1	0.1	-15.7	i	5.0
CC(C)(C)c1ccc(OCC(=O)NCC(c2cccs2)N2CCOCC2)cc1 (centres undefined)	i	1.8	i	i	i	i	14.4	1.7	-17.2	i	0.2
Cc1nn(-c2ccccc2)c2c1C(c1ccncc1)C(C#N)=C(N)O2 (centres undefined)	i	0.7	i	i	i	i	4.3	2.7	-12.9	i	2.3
Cc1ccc(OC(=O)CCC(=O)Nc2ccc(C)c(C)c2)cc1	i	3.6	i	i	i	i	-5.5	-0.5	-1.4	i	·
CCCC(=O)Nc1c(-c2ccccc2Cl)c(=O)c2ccccc2n1C	i	-5.1	i	i	i	i	-7.2	-2.3	-4.9	i	·
C=CCNC(=O)/C(C#N)=C\c1cc(Cl)c(OCC)c(OC)c1	i	-3.2	i	i	i	i	-6.8	-1.1	-3.1	i	0.9
C/C(=N\NC(=O)c1c(-c2ccccc2Cl)noc1C)c1cccc(NC(=O)C(C)C)c1	i	0.7	i	i	i	i	-1.1	-1.1	-13.4	i	7.1
COC(=O)NNC(=O)/C=C/c1ccccc1	i	-0.7	i	i	i	i	4.1	-0.4	-7.4	i	-5.9
CCOC(=O)c1cc(CC)sc1NC(=O)COC	i	-7.1	i	i	i	i	1.0	1.1	-5.9	i	3.2
O=C(COc1ccccc1Cl)NCCNC(=O)c1ccco1	i	1.2	i	i	i	i	-1.5	1.5	-7.9	i	-8.9
COc1ccc(/C=N/Nc2nc3ccccc3[nH]2)cc1OC	i	1.7	i	i	i	i	14.7	-1.4	-10.6	i	20.1
COC(=O)c1ccc(OCC(O)CN2CCN(C(=O)c3ccco3)CC2)c(OC)c1 (centres undefined)	i	-1.1	i	i	i	i	5.8	-1.1	-6.7	i	-10.8
O=C(NCCCc1ccccc1)c1cc([N+](=O)[O-])ccc1Cl	i	-0.7	i	i	i	i	5.8	-1.8	-8.9	i	-2.0
N#CC1=C(N)N2C(=C(C#N)C1c1cccc(Br)c1)Nc1ccccc12 (centres undefined)	i	2.2	i	i	i	i	-4.3	-2.4	-0.8	i	-3.1
CN(C)S(=O)(=O)c1ccc(C(=O)NCCc2ccco2)cc1	i	2.5	i	i	i	i	0.8	-2.1	0.5	i	6.4
COc1ccc(-c2cc(C(=O)O)c3sc(N4CCCCC4)nc3n2)cc1OC	i	0.8	i	i	i	i	-19.2	-1.8	-0.9	i	5.4
CCn1c(SCC(=O)Nc2ccc(N3CCOCC3)cc2)nnc1-c1ccncc1	i	2.7	i	i	i	i	2.4	3.2	-5.3	i	-6.1
COc1ccc(NC(=O)c2ccc[n+]([O-])c2)cc1	i	-0.7	i	i	i	i	0.6	-2.9	-7.7	i	0.7
Cc1ccc(OCC(=O)Nc2ccccc2-c2ccccc2NC(=O)COc2ccc(C)cc2)cc1	i	2.4	i	i	i	i	-1.5	-1.7	-15.1	i	-4.2
O=C1NC(=S)N(C(=O)c2ccc(F)cc2)/C1=C/c1cccnc1	i	-0.9	i	i	i	i	6.9	2.7	-6.5	i	·
Cc1cc(N2CCOCC2)n2cc(-c3ccc(F)cc3)nc2n1	i	1.8	i	i	i	i	-7.3	-2.7	-13.4	i	5.3
O=C(c1cc2c(=O)n3ccccc3nc2s1)N1CCN(Cc2ccccc2)CC1	i	2.3	i	i	i	i	-4.7	-1.0	-2.8	i	-6.1
Cn1c(N)c(C(=O)COC(=O)C(Cc2ccccc2)NC(=O)c2ccccc2)c(=O)n(C)c1=O (centres undefined)	i	3.0	i	i	i	i	0.8	1.2	-11.5	i	-2.3
CCOc1cc(C(C(=O)NCC2CCCO2)N(C(=O)Cn2nnc3ccccc32)c2ccccc2C(C)=O)ccc1O (centres undefined)	i	-2.0	i	i	i	i	-1.6	0.8	-9.6	i	-6.1
CC1=NNC(=O)C1CC(=O)N/N=C/C=C/c1ccccc1 (centres undefined)	i	2.3	i	i	i	i	16.4	-2.0	21.0*	i	-7.0
Cc1ccccc1OCCC(=O)N1CCN(S(=O)(=O)c2ccccc2F)CC1	i	1.3	i	i	i	i	5.4	-0.1	-9.5	i	0.9
COc1ccc(C)cc1NC(=O)CN1CCN(c2ccccn2)CC1	i	0.5	i	i	i	i	1.0	2.1	-3.2	i	-3.0
COC(=O)C(C)N=Cc1ccccc1 (centres undefined)	i	-2.2	i	i	i	i	4.7	-1.4	-14.0	i	·
Cc1ccc(C(=O)N/C(=C\c2cccc([N+](=O)[O-])c2)C(=O)OCN2C(=O)c3ccccc3C2=O)cc1	i	3.4	i	i	i	i	6.5	1.5	-6.0	i	-4.9
CCOc1ccc(NC(=O)CSc2n[nH]c(=O)n2-c2ccccc2)cc1	i	2.3	i	i	i	i	4.6	-1.6	-10.4	i	2.3
COc1ccc(NS(=O)(=O)c2cccc(C(=O)O)c2)cc1	i	10.0	i	i	i	i	-2.8	-1.1	-3.8	i	·
CCOc1ccc(N2C(=O)CC(N(Cc3ccco3)C(=O)CC)C2=O)cc1 (centres undefined)	i	2.1	i	i	i	i	-6.4	-1.3	-3.3	i	3.4
